# LmPK inh: LmPK (Leishmania mexicana) enzyme inhibition; Q27686; 0.37% of 290,000 active; purified LmPK, Kinase-Glo ATP luminescence, 1 h; Potency, µM (top dose mostly 57.5 µM), for the others: at the top dose activity change, negative = inhibition, usual class: inhibitors; also: potency is read from the fitted curve at half-maximal effect; % is scaled to controls: 0 for no effect and ±100 for the full control effect
# Target sequence (Q27686 whole entry, looked up): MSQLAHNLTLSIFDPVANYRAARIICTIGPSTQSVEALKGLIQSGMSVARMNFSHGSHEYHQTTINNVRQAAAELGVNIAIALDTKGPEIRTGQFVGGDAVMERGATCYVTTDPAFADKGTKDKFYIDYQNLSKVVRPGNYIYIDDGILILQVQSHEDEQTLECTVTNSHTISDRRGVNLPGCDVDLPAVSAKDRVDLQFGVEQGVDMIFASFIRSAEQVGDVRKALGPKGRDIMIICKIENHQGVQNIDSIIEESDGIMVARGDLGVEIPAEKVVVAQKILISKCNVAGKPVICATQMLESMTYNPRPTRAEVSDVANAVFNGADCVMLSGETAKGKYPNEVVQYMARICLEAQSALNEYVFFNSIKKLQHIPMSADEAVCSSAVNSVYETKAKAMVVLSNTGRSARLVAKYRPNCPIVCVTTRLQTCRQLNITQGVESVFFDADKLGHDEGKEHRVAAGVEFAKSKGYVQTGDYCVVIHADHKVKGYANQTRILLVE
#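 In 50 mM imidazole pH 7.2 with 7 mM MgCl2, LmPK (0.1 nM) turned over PEP (0.5 mM) and ADP (0.1 mM) for 1 h at room temperature. Luciferase read-out of ATP.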
# Shiga inhibitor: blocks Shiga toxin action in Vero cells. Vero cells, Shiga toxin protein synthesis inhibition reporter. 9.2% of 290,000 active. AID 2315. inhibition, % at 38.7 µM; in the data active = inhibition mostly above about 28%, no sharp cut-off; inactive = mostly below about 43%; also: 0% is about no effect
# Pf growth 48h: inhibits P. falciparum growth in the first generation, 48 h; P. falciparum luciferase growth in erythrocytes, 48 h; Potency, µM (doses to about 28.7 µM), for the others: at the top dose activity change, negative = inhibition, most hits filed as inhibitors; 5.9% of 310,000 active; AID 504832; also: potency is read from the fitted curve at half-maximal effect; % is scaled to controls: 0 for no effect and ±100 for the full control effect
#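 Read-out is firefly luciferase luminescence from an integrated reporter in P. falciparum, so falling signal marks reduced parasite growth. Infected erythrocytes were at 2% hematocrit and 0.1% parasitemia (final) in Albumax-supplemented RPMI 1640.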
# CHX counter: counter-screen for Shiga toxin inhibitors: cycloheximide protein synthesis inhibition | cell reporter, cycloheximide protein synthesis inhibition counterscreen | max response, % | 12% of 300,000 active; in the data active = max response mostly above about 13%, no sharp cut-off; inactive = mostly below about 14%; also: read at 38.3 µM for the half of the compounds with a filed dose; 0% is about no effect
# Pf growth 96h: inhibits malaria parasite growth, 96 h | Potency, µM (titrated, usually from 28.7 µM), for inactives: at the highest dose activity change, negative = inhibition, actives largely listed as inhibitors | 6.9% of 320,000 active | P. falciparum luciferase reporter growth, 96 h; also: potency is read from the fitted curve at half-maximal effect; % is scaled to controls: 0 for no effect and ±100 for the full control effect
#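 Cell-based qHTS: luciferase-tagged P. falciparum in erythrocytes (2% hematocrit, 0.05% parasitemia final) incubated with compounds for 96 hours, 37 C, 5% CO2; luciferase detection reagent then added and luminescence measured.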
# AmpC inh no detg: AmpC beta-lactamase inhibition without detergent. 0.52% of 330,000 active. Potency, µM (doses to about 57.1 µM), for inactives: at the highest dose activity change, negative = inhibition, most hits filed as inhibitors. AmpC nitrocefin hydrolysis, absorbance 480 nm, 0.0001% Triton;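 also: potency is read from the fitted curve at half-maximal effect; plate controls were no compound for no effect and no enzyme for full effect; nearly all actives have a fitted effect of over 20% in size; some results filed as inactive show a strong effect at the top dose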
# Target sequence (P00811 whole entry, looked up): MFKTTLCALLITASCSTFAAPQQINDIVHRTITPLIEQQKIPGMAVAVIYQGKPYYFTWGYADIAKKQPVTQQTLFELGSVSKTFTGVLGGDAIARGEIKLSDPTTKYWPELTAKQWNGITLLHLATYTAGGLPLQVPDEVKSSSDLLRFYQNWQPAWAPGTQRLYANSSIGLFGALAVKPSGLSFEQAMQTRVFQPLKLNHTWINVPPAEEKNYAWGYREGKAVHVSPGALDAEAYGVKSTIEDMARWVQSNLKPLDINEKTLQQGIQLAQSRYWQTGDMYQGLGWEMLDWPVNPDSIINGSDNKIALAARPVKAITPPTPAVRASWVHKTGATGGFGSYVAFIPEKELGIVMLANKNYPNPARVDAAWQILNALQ
#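 20 mM phosphate pH 7.0 + 0.01% (detergent screen) or 0.0001% Triton X-100; 5.3 nM AmpC reagent; cpd preinc 15 min RT; nitrocefin (800 uM stock) to start; A480 q20 s × 4 min; Activity was normalised to no-enzyme and no-compound control wells.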
# Tb PYK inh: blocks Trypanosoma brucei pyruvate kinase; Q57TT1; TbPYK enzyme, Kinase-Glo Plus ATP luminescence, 45 min; Potency, µM (top dose mostly 76.8 µM), for inactives: at the top dose activity, negative = inhibition, actives largely listed as inhibitors; 0.12% of 410,000 active; AID 624173; also: potency is read from the fitted curve at half-maximal effect; % is scaled to controls: 0 for no effect and ±100 for the full control effect; nearly all actives have a fitted effect of over 50% in size
#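 Activity of T. brucei pyruvate kinase was followed by Kinase-Glo Plus luminescence after the enzyme reacted 45 min at room temperature with 130 uM ADP (final) and substrate. Test compounds were added before ADP at multiple concentrations.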
# * = called active by the depositor; ? = inconclusive; . = no result given; [ ] = dose if it differs, or a comment. Unless noted, calls follow the shape of the dose curve; as a rule, active = well fitted curve in the direction sought with a large enough effect; inconclusive = small, poorly fitted or top-dose-only effect, or another doubt; inactive = no such curve, though single readings can be large; an effect the other way counts as inactive or inconclusive.
no.	canonical_smiles	LmPK inh	Shiga inhibitor	Pf growth 48h	CHX counter
1	O=C1C2CC=CCC2C(=O)N1c1ncn[nH]1 (stereo not drawn)	0%	5	.	-1
2	O=C(NCc1ccccc1)c1cc2nc(C3CC3)cc(C(F)(F)F)n2n1	4%	10	?	-2
3	CCNc1nc(C23CC4CC(CC(C4)C2)C3)cs1	2%	31	?	8
4	OC(COc1ccccc1)CN1CCN(c2ncccn2)CC1 (stereo not drawn)	-5%	-13	3%	2
5	Cc1ccnc(NC(=O)c2cc3ccccc3oc2=O)c1	7.9µM*	122*	36%[activator]	27*
6	CCCCNC(=O)c1ccc2c(c1)S(=O)(=O)c1ccccc1C2=O	-9%	-6	13%	-2
7	COC(=O)Cc1c(C(=O)OC)nnn1-c1ccc(OC)cc1	3%	-4	29%	-6
8	O=C(CCN1C(=O)/C(=C/c2ccccc2F)SC1=S)NCCc1ccc(O)cc1	-1%	-5	14%	-3
9	Cc1ccc(OCC(=O)Nc2ccc(NC(=O)c3ccco3)cc2)c(C)c1	-3%	17	?	22
10	CS(=O)(=O)c1cnc(-c2ccccc2)nc1-c1ccccc1Cl	1%	-24	-11%	1
11	CCCCn1c(N)nc2ccccc21	-4%	-1	.	-4
12	Cc1ccc(NC(=O)CSCC(=O)N2CCN(Cc3ccc4c(c3)OCO4)CC2)cc1	-7%	-18	-1%	-2

no.	Pf growth 96h	AmpC inh no detg	Tb PYK inh
1	51%[activator]	-4%	-2%
2	.	22%	-9%
3	99%[activator]	-21%	-3%
4	24%	-3%	-6%
5	44%[activator]	-29%	-10%
6	-20%	42%	1%
7	42%[activator]	-34%	1%
8	16%	?	-9%
9	?	-15%	1%
10	-16%	17%	0%
11	?	-28%	1%
12	?	-16%	-8%

# Copied from the list.
# CHX counter with compound 7 stands at -6
# Tb PYK inh with compound 6 stands at 1%

# (cont.)
no.	canonical_smiles	LmPK inh	Shiga inhibitor	Pf growth 48h	CHX counter
13	Cn1cc(CC(=O)NCCN2CCOCC2)c2ccccc21	-2%	12	9%	-6
14	N#CSCC(=O)c1cccc2ccccc12	2%	-5	-1%	12
15	CCCc1cc(=O)[nH]c(SCC(=O)c2cc(C)n(CC(F)(F)F)c2C)n1	0%	-14	19%	-2
16	CC(=O)Nc1ccc(Nc2nnc(-c3ccc(C)c(S(=O)(=O)NCCO)c3)c3ccccc23)cc1	-1%	-3	?	-1
17	Nc1ccc(Br)c2c1C(=O)c1ccccc1C2=O	-4%	20	?	28*
18	O=C(NNc1c2ccccc2nc2ccccc12)c1ccccc1Cl	-3%	11	?	-2
19	N/C(=N\OC(=O)c1cccs1)c1ccc(Cl)cc1	-15%	135*	142%[activator]	55*
20	COC(=O)c1ccc2c(=O)n3c(nc2c1)SCC(c1ccccc1)=N3	1%	13	.	12
21	O=C(CN1CCN(C(=O)c2ccccc2)CC1)Nc1cc(S(=O)(=O)N2CCCC2)ccc1Cl	.	.	10µM*	.
22	Cc1ccc(N(C(=O)c2ccc(S(=O)(=O)N3CCOCC3)cc2)C2C=CS(=O)(=O)C2)cc1 (stereo not drawn)	0%	-12	-11%	-1
23	COC(=O)c1ccc(CN(c2ccccc2Cl)S(C)(=O)=O)cc1	3%	-8	8%	-4
24	CCc1ccc(-c2cc(C)no2)cc1S(=O)(=O)N1CCCN(Cc2ccc(F)cc2)C1	-1%	-7	?	1

no.	Pf growth 96h	AmpC inh no detg	Tb PYK inh
13	?	-10%	0%
14	60%[activator]	-28%	-15%
15	-4%	-1%	-4%
16	?	83%[activator]	0%
17	52%[activator]	-45%	3%
18	?	-33%	-3%
19	72%[activator]	-17%	3%
20	?	-27%	-10%
21	?	152%[activator]	-12%
22	8.3µM*	20%	2%
23	4%	18%	-5%
24	?	25%	5%

# Further records.
no.	canonical_smiles	LmPK inh	Shiga inhibitor	Pf growth 48h	CHX counter
25	OCCC1CN(Cc2ccccn2)CCN1C1CCCC1 (stereo not drawn)	-4%	-3	?	0
26	COc1ccc2nc3cc(Cl)ccc3c(C#N)c2c1	0%	-4	?	1
27	CNC(=S)N1N=C(c2ccccc2)CC1c1ccccc1Cl (stereo not drawn)	-2%	-6	-4%	-1
28	O=C(CN1CCN(Cc2ccc(F)cc2Cl)C1=O)NCCc1ccccc1	12%	16	.	14*
29	C/C(=N/NC(=O)c1ccccn1)c1ccco1	14µM*	23	244%[activator]	3
30	O=C(NC(=O)N1CCN(C(c2ccccc2)c2ccccc2)CC1)c1ccccc1	4%	3	13µM*	-4
31	C=CCn1c(SCn2nnc3ccccc3c2=O)nnc1C1CCCCC1	3%	-18	?	-6
32	COc1ccc(CNCC(O)(c2ccccc2)c2ccccc2)cc1OC	-5%	-5	?	-3
33	C=CCn1c(SCC(=O)Nc2cc(C)on2)nc2c([nH]c3ccccc32)c1=O	-6%	-3	91%[activator]	-2
34	COc1ccc(-n2nnnc2SCC(=O)N2C(C)CCCC2C)c(OC)c1 (stereo not drawn)	-2%	7	?	-4
35	Cc1ccc2c(Cl)c(C(=O)Nc3ccc4c(c3)OCO4)sc2c1	-11%	91*	0%	19*
36	O=C(NC1CCCCC1)C(c1ccco1)N(Cc1ccco1)C(=O)c1ccco1 (stereo not drawn)	14%	-12	.	-1

no.	Pf growth 96h	AmpC inh no detg	Tb PYK inh
25	-4%	-16%	3%
26	?	-13%	0%
27	45%[activator]	-6%	-20%
28	?	28%	2%
29	334%[activator]	-11%	?
30	?	-11%	-2%
31	?	2%	-2%
32	?	1%	-25%
33	30%[activator]	-15%	-11%
34	.	19%	2%
35	0%	-15%	-4%
36	14%	-6%	-4%

# (cont.)
no.	canonical_smiles	LmPK inh	Shiga inhibitor	Pf growth 48h	CHX counter
37	O=C(O)c1ccccc1NS(=O)(=O)c1ccc2c(c1)OCCO2	0%	-6	-5%	-1
38	Cc1ccc(O)c(C(=O)c2cnc3c(c2)c(C)nn3C)c1	1%	3	?	4
39	Cc1ccc(C(=O)Nc2ccccc2)cc1S(=O)(=O)N1CCN(C)CC1	4%	3	?	2
40	CC(=O)Nc1sc(/C(C#N)=C\c2cccc(Cl)c2)nc1-c1ccc(C)cc1	2%	-13	1%	1
41	N#CCCNCC1(c2ccccc2)CCCC1	-6%	12	-14%	6
42	COc1cc(O)oc1C=Nc1ccc(Cl)cc1Cl	4%	35*	?	28*
43	Cc1cccc(N(C)S(=O)(=O)c2c(C)[nH]c(C)c2C(=O)N2CCCC2)c1	-1%	-2	2%	-1
44	COc1ccc(C(CNc2ccc(S(=O)(=O)N3CCCC3)cc2[N+](=O)[O-])N2CCCC2)cc1 (stereo not drawn)	7%	2	?	-3
45	O=C(NCc1ccncc1)Nc1ccc(Cl)cc1Cl	3%	-8	?	6
46	Cc1cc(N/N=C\c2ccccc2)nc(-c2ccccc2O)n1	1%	83*	41%[activator]	84*
47	CC1(C)Cc2nc(-c3ccccc3)nc(NNC(=O)c3ccco3)c2CO1	0%	-8	18%	-1
48	COc1ccc(-c2nc(N)sc2C2(O)C(=O)Nc3c(Br)cc(F)cc32)cc1OC (stereo not drawn)	1%	-8	14%	2

no.	Pf growth 96h	AmpC inh no detg	Tb PYK inh
37	0%	-16%	4%
38	8.3µM*	19%	-5%
39	?	-16%	-3%
40	?	-35%	-1%
41	64%[activator]	-11%	-8%
42	64%[activator]	-6%	-4%
43	0%	-3%	-26%
44	10µM*	102%[activator]	-8%
45	?	-20%	2%
46	0%	-38%	7%
47	-4%	-9%	-2%
48	4%	-11%	17%

# Some of these compounds in order of molecular weight, highest first:
no.	canonical_smiles	LmPK inh	Shiga inhibitor	Pf growth 48h	CHX counter
40	CC(=O)Nc1sc(/C(C#N)=C\c2cccc(Cl)c2)nc1-c1ccc(C)cc1	2%	-13	1%	1
39	Cc1ccc(C(=O)Nc2ccccc2)cc1S(=O)(=O)N1CCN(C)CC1	4%	3	?	2
37	O=C(O)c1ccccc1NS(=O)(=O)c1ccc2c(c1)OCCO2	0%	-6	-5%	-1
45	O=C(NCc1ccncc1)Nc1ccc(Cl)cc1Cl	3%	-8	?	6

no.	Pf growth 96h	AmpC inh no detg	Tb PYK inh
40	?	-35%	-1%
39	?	-16%	-3%
37	0%	-16%	4%
45	?	-20%	2%

# (more compounds)
no.	canonical_smiles	LmPK inh	Shiga inhibitor	Pf growth 48h	CHX counter
49	COc1ccc(N2C(=O)CC(Sc3n[nH]c(-c4cccc(C)c4)n3)C2=O)cc1 (stereo not drawn)	5%	24	?	5
50	S=C(NCCc1ccccc1)N/N=C/c1c(Cl)cccc1Cl	0%	-12	5%	0
51	COc1ccc(CCNC(=O)CN2C(=O)NC3(CCOc4ccccc43)C2=O)cc1 (stereo not drawn)	.	.	-5%	.
52	CCCCn1cnc2sc(-c3ccccc3)cc2c1=O	0%	98*	102%[activator]	38*
53	COc1ccc(OCc2csc(N)n2)cc1	4%	86*	403%[activator]	36*
54	COc1ccccc1NC(=O)CN1CCN(CC(=O)Nc2ccc(S(N)(=O)=O)cc2)CC1	-1%	-2	-11%	-3
55	CC1(C)NC(=O)N(CCCCOc2ccc3c(c2)CCC3)C1=O	-4%	16	?	11
56	COc1ccccc1N(CC(O)Cn1c2ccccc2c2ccccc21)S(=O)(=O)c1ccccc1 (stereo not drawn)	1%	14	12µM*	4
57	Cc1occc1-c1nnc(SCC(=O)NCc2ccco2)n1CC(C)C	9%	28	-1%	-1
58	CC(=O)Nc1cc2c(cc1C(=O)c1ccc(C)cc1)OCCO2	0%	-14	1%	-1
59	CC(Sc1ccccc1)C(=O)NCC(c1ccco1)N1CCCCC1 (stereo not drawn)	.	.	?	.
60	Cc1c(Cl)cccc1Nc1nc(N)nc(CSC(=S)N2CCOCC2)n1	0%	76	8%	39*
61	CCCCCC#CCN1CCN(C23CC4CC(CC(C4)C2)C3)CC1	.	.	?	.
62	CCOc1ccc(N2C(=O)CC(Cc3ccccc3OC)C2=O)cc1 (stereo not drawn)	1%	-4	21%	-2
63	CC(C)(c1ccccc1)c1ccc(OCCn2cnc3ccccc3c2=O)cc1	-1%	8	.	-3

no.	Pf growth 96h	AmpC inh no detg	Tb PYK inh
49	?	-27%	-14%
50	-20%	-27%	4%
51	22%	-23%	-1%
52	.	-6%	2%
53	188%[activator]	-14%	3%
54	25%	-10%	0%
55	.	56%	?
56	10µM*	-24%	4%
57	20%	31%	-6%
58	-6%	.	-3%
59	?	1%	-7%
60	?	-8%	-2%
61	?	-11%	0%
62	-10%	-9%	-11%
63	-14%	8%	5%

# Reprinted at random: three compounds from above, in no set order.
no.	canonical_smiles	LmPK inh	Shiga inhibitor	Pf growth 48h	CHX counter
41	N#CCCNCC1(c2ccccc2)CCCC1	-6%	12	-14%	6
56	COc1ccccc1N(CC(O)Cn1c2ccccc2c2ccccc21)S(=O)(=O)c1ccccc1 (stereo not drawn)	1%	14	12µM*	4
54	COc1ccccc1NC(=O)CN1CCN(CC(=O)Nc2ccc(S(N)(=O)=O)cc2)CC1	-1%	-2	-11%	-3

no.	Pf growth 96h	AmpC inh no detg	Tb PYK inh
41	64%[activator]	-11%	-8%
56	10µM*	-24%	4%
54	25%	-10%	0%

# Source: PubChem
